Screens: PubChem BioAssay, Broad Institute
F508del corr – F508del CFTR correction, initial screen, CFBE line, single point | CFBE cells, YFP halide quenching; stimulated with forskolin plus potentiator P3; % fluorescence drop versus neutral controls | 0.36% of 350,000 active | AID 720511, 2013 | activity (quench increase), % at 7.58 µM;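 active = mean added fluorescence quench of at least 8% versus neutral control, with both replicates also reaching 8%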;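 also: cells transiently co-express mutant CFTR-F508del with the halide-sensitive YFP; corrector assay measuring rescue of mutant channel to the surface after 24 h compound exposure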
INS-1E GSIS act – GLuc luminescence reporter in INS-1E cells, primary screen for activators of glucose-dependent secretion of insulin. INS-1E GLuc reporter insulin secretion, 2-3 h. activation, % at 16.6 µM. 0.61% of 370,000 active. AID 743287, 2014;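 active = lowest replicate activation of at least 40%, so every replicate reaches that level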;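 also: 0% = median of neutral control wells and 100% = median of IBMX positive control wells; some compounds called inactive have numbers as strong as hits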
ARNT TACC3 PPI – disruptors of ARNT/TACC3 protein interaction, primary screen, biochemical, AlphaScreen, single concentration. Transforming acidic coiled-coil-containing protein 3 (Homo sapiens), Q9Y6A5. inhibition, % at 9.99 µM. 0.66% of 390,000 active. AlphaScreen His-ARNT PAS-B/GST-TACC3 binding, luminescence; TACC3 fragment carries E629A point mutation;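 active = mean inhibition of replicates at least 50% and at least half of replicates each reaching 50%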;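 also: 0% = complete ARNT plus TACC3 wells and 100% = ARNT alone without TACC3; many hits fall short of the cut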
esBAF inh – Bmi1 luciferase reporter increase in mESCs, primary screen, esBAF inhibitor project, mouse ES cells, Bmi1 luciferase knock-in, single point. 24 h; 100% = twice the neutral-well signal. reporter increase, % at 12.5 µM. 2% of 350,000 active; in the data active = activation above about 40%;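 also: 0% = median of the plate's neutral control wells and 100% = double that signal; a rise in the Bmi1 reporter signal indicates esBAF inhibition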
XiGFP reactiv – activators of inactive X chromosome reactivation, primary screen, imaging, XiGFP fibroblasts, GFP high-content imaging, set 2; AID 743238, 2013; 0.055% of 360,000 active; activation, % at 7.58 µM; XiGFP mouse fibroblasts, % GFP-positive cells imaging, 3 d; cells co-treated with 5-aza-dC sensitizer; scaled so ellipticine positive control = 100%;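 active = mean normalized replicate activation at least 10% and every replicate at or above 10%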;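 also: 0% = median of on-plate neutral control wells and 100% = ellipticine 6 µM median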
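Material: XiGFP fibroblasts, SV40-immortalized. Buffer or medium: DMEM plus 5-aza-dC sensitizer. Compound: single concentration per compound, delivered by pin transfer. Times: 3 days compound exposure. Controls: ellipticine 6 µM.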
RAD54 branch – inhibitors of human RAD54 branch migration, primary screen, biochemical, fluorescence, single point; inhibition, % at 10.4 µM; RAD54 Holliday junction branch migration, FAM/BHQ fluorescence; AID 602329, 2012; 0.14% of 360,000 active;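 active = mean normalized replicate activity at least 40 and at least half of replicates scoring 40 or more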;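 also: 0% = median of neutral control wells and 100% = median of positive control wells; inhibitors cause a drop in the FAM fluorescence signal; in these data hits start at about 50%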
Target sequence (Q92698 whole entry, looked up): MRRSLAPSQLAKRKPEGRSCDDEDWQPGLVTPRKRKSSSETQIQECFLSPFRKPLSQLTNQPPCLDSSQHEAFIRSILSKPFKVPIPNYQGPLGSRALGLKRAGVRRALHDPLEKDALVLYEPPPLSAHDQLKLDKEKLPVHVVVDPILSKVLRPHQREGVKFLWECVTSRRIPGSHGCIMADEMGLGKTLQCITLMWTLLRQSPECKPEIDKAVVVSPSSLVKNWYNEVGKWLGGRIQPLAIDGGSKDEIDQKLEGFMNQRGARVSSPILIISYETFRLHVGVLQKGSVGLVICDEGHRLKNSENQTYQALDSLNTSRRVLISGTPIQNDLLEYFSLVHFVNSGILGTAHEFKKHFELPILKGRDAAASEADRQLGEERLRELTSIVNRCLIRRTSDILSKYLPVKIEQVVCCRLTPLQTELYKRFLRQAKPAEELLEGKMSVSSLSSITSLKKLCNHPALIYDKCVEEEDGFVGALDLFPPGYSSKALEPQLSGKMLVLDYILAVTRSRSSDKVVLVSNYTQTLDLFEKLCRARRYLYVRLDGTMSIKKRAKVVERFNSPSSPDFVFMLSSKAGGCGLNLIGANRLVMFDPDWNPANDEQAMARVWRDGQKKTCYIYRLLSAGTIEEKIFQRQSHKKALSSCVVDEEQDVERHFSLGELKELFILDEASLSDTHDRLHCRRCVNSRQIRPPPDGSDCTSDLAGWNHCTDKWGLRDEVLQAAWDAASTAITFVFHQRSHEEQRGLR
ERAP1 inh – human ERAP1 aminopeptidase inhibitors, primary screen, biochemical, single point, plate reader | inhibition, % at 10.7 µM | 0.15% of 340,000 active | recombinant ERAP1, Leu-AMC fluorescence, 60 min | Endoplasmic reticulum aminopeptidase 1 (Homo sapiens), Q9NZ08;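 active = mean replicate inhibition of at least 30%, or all replicates individually reaching that 30% level; inactive = mean below 30% and not every replicate reaching it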;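 also: 0% = neutral control wells and 100% = L-leucinethiol positive control wells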
RAD52 inh – RAD52 DNA annealing inhibitors, primary screen, biochemical, FRET, single point, set 2. recombinant RAD52 DNA annealing, FRET fluorescence. inhibition, % at 18.7 µM. 0.46% of 360,000 active;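 active = every replicate showing at least 50% inhibition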
* marks the source's active call; other numbers are inactive results; . = no result given.

SMILES	F508del corr	INS-1E GSIS act	ARNT TACC3 PPI	esBAF inh	XiGFP reactiv	RAD54 branch	ERAP1 inh	RAD52 inh
COc1cccc(N/C(SCc2cccc([N+](=O)[O-])c2)=C(/C#N)C(N)=O)c1	-4.8	.	-6.8	.	0.0	.	2.4	-6.3
CCCN1C[C@@H](C)[C@H](OC)CN(C)C(=O)c2ccc(NC(=O)C3CCC3)cc2OC[C@@H]1C	-0.1	0.7	-1.1	-1.4	0.0	1.0	0.7	-1.5
O=C(NCCNC(=O)c1cnccn1)c1cccc(Cl)c1	0.6	17.4	1.5	-1.0	0.1	1.3	2.4	-13.2
CC(NC(=O)/C(C#N)=C/c1cn(-c2ccccc2)nc1-c1ccc(F)cc1)c1ccccc1 (centres undefined)	.	.	-0.4	.	0.2	-3.9	3.4	-7.4
CO[C@@H]1CN(C)C(=O)c2ccc(NC(=O)c3cnccn3)cc2OC[C@H](C)N(CC2CC2)C[C@@H]1C	-0.2	8.0	.	.	0.1	.	1.4	-11.3
N#C[C@@H]1[C@H](c2ccccc2-c2ccccc2)[C@H](CO)N1c1ncc(-c2ccccc2)s1	-0.6	6.1	.	.	0.0	.	0.2	-0.5
C[C@@H]1CCCCO[C@@H](CN(C)S(C)(=O)=O)[C@@H](C)CN([C@H](C)CO)C(=O)c2cc(NC(=O)Nc3cccc4ccccc34)ccc2O1	3.2	14.5	7.9	-5.1	0.1	0.4	1.2	10.4
Cc1ccc(C(=O)Nc2ncc(C)s2)s1	1.3	17.6	24.6	-24.5	0.1	-1.9	1.0	-15.1
COc1ccccc1-c1cnc2c(c1)C(=O)N([C@@H](C)CO)C[C@@H](C)[C@@H](CN(C)CC1CCOCC1)O2	0.6	14.4	23.7	-6.4	-0.6	-1.0	3.6	-2.9
CCc1c(C#N)c(=O)[nH]c(=O)n1-c1ccccc1	-2.1	-36.9	-6.2	.	0.3	.	-0.4	-1.6
CNC[C@H]1OCCCC[C@@H](C)Oc2ccc(NC(=O)Cc3ccccc3)cc2C(=O)N([C@@H](C)CO)C[C@H]1C	-1.5	0.8	27.6	-11.4	-0.1	-5.4	-1.5	-30.5
CN(C(=O)CCl)C1CCCc2ccccc21 (centres undefined)	-1.1	-6.2	17.8	.	0.2	.	-1.1	3.4
CCOc1cc(/C=C2\SC(N)=NC2=O)ccc1O	0.4	7.2	22.2	2.5	0.2	-13.1	.	-104.8
C/C(=N/OCC(=O)NCCCCCCNC(=O)CO/N=C(/C)c1cccs1)c1cccs1	.	-7.3	-0.8	-23.7	-0.2	5.5	.	.
CNC[C@@H]1Oc2ccc(NS(=O)(=O)c3ccc(C)cc3)cc2C(=O)N([C@H](C)CO)C[C@H]1C	1.4	2.6	-10.1	-2.0	0.0	-3.9	-0.8	6.9
O=C(Nc1ccon1)Nc1ccc(Cl)cc1Cl	-2.1	13.8	0.5	.	0.4	3.1	1.7	-9.7
C[C@@H]1CN([C@@H](C)CO)C(=O)CCCn2nncc2CO[C@@H]1CN(C)Cc1ccc(O)cc1	-0.2	-7.9	-1.7	3.7	-0.4	10.1	2.3	2.7
CC1CCCC(C)N1C(=O)COC(=O)Cn1cnc2c1c(=O)n(C)c(=O)n2C (centres undefined)	-2.0	16.9	1.4	-2.7	-0.1	-7.0	-2.1	3.6
CC1(C(=O)Nc2ccc3c(c2)OCO3)CCN1C(=O)CCc1cccs1 (centres undefined)	0.0	6.9	.	1.3	0.5	1.8	-1.4	-9.4
C1C2CC3C1C3C2=NN=C1C2CC3C(C2)C13	-0.2	.	.	-3.3	0.0	1.4	-1.2	-6.5
CCN(CC)CC(O)Cn1c(-c2cccc(Cl)c2)nc2cc(C)c(C)cc21 (centres undefined)	-0.9	2.1	-4.6	.	-0.1	.	-1.1	-9.0
CO[C@@H]1CN(C)C(=O)c2ccc(NS(C)(=O)=O)cc2OC[C@@H](C)N(Cc2cncnc2)C[C@H]1C	1.5	-9.4	-13.3	-5.5	0.0	4.3	-1.7	0.9
COc1cc(C(=O)NCCCc2nc3ccccc3n2Cc2cc(C)ccc2C)cc(OC)c1OC	1.0	.	-4.3	-2.7	0.1	2.3	6.6	-11.0
c1ccc2c(C3OCC4(CCCC4)CO3)cccc2c1	0.3	4.2	.	29.5	0.0	4.1	-3.5	-4.4
CCN1CCCC1CNC(=O)c1ccc(Sc2ccc(F)cc2)c([N+](=O)[O-])c1 (centres undefined)	0.2	8.6	-0.2	.	-0.2	.	3.5	6.9
Cc1cccc(OCC(=O)NCC(c2ccco2)N2CCCC2)c1 (centres undefined)	-3.2	-5.4	2.2	-4.1	0.1	-10.2	-8.5	-19.6
CCCNC(=O)C[C@@H]1CC[C@H]2[C@@H](COc3ccc(NC(=O)CC)cc3C(=O)N2C)O1	-0.9	-2.7	-8.3	-3.7	0.0	3.9	-2.3	3.7
CCc1nccn1C(=O)c1cnn2c(C(F)F)cc(-c3ccc(C)cc3)nc12	.	9.1	-5.0	.	0.0	1.8	-0.6	1.9
CCCNC(=O)c1cccc(C(F)(F)F)c1	-0.5	5.8	-9.9	.	.	.	1.8	-11.7
CCOC(=O)Cc1cnc(NC(=O)CSc2nc(C)c(CC)c(=O)[nH]2)s1	1.3	3.3	-4.3	2.9	0.0	.	-7.6	-16.4
CC(C)NC(=O)Nc1cccc2c1O[C@@H](CN(C)Cc1ccc(Cl)c(Cl)c1)[C@@H](C)CN([C@H](C)CO)C2=O	1.9	9.0	3.3	0.0	-0.1	8.5	-1.6	-14.2
Cn1cnc(S(=O)(=O)N2C[C@@H](O)COC[C@@H]3O[C@@H](CC(=O)NC4Cc5ccccc5C4)CC[C@H]32)c1	1.1	5.7	4.3	0.9	0.1	4.6	-0.8	0.7
Cc1ccc(C)c(C(C)NC(=O)C2CCCO2)c1 (centres undefined)	3.4	2.7	-5.2	3.4	0.0	3.2	-3.2	0.8
CC(C)(C)CN1CCNC[C@H]1Cc1ccc(O)cc1	1.7	3.6	-10.8	0.1	0.1	-9.3	2.4	-1.6
COc1ccc(CN2C(=O)CSCC2(C)C(=O)Nc2ccc3c(c2)OCCO3)cc1 (centres undefined)	6.5	.	.	.	0.1	.	0.7	-7.1
C[C@@H]1CN([C@H](C)CO)C(=O)c2cccc(NC(=O)c3ccncc3)c2O[C@@H]1CN(C)Cc1ccc(C(F)(F)F)cc1	-4.0	-16.8	.	-2.1	-1.1	3.3	-1.7	-2.7

Exported with each value named: part of the list above.
> CCOC(=O)Cc1cnc(NC(=O)CSc2nc(C)c(CC)c(=O)[nH]2)s1
  F508del corr: 1.3
  INS-1E GSIS act: 3.3
  ARNT TACC3 PPI: -4.3
  esBAF inh: 2.9
  XiGFP reactiv: 0.0
  RAD54 branch: .
  ERAP1 inh: -7.6
  RAD52 inh: -16.4

> CC(C)NC(=O)Nc1cccc2c1O[C@@H](CN(C)Cc1ccc(Cl)c(Cl)c1)[C@@H](C)CN([C@H](C)CO)C2=O
  F508del corr: 1.9
  INS-1E GSIS act: 9.0
  ARNT TACC3 PPI: 3.3
  esBAF inh: 0.0
  XiGFP reactiv: -0.1
  RAD54 branch: 8.5
  ERAP1 inh: -1.6
  RAD52 inh: -14.2

4 entries out of the list above, sorted by the number in F508del corr, largest number first:
SMILES | F508del corr
Cc1ccc(C)c(C(C)NC(=O)C2CCCO2)c1 (centres undefined) | 3.4
O=C(NCCNC(=O)c1cnccn1)c1cccc(Cl)c1 | 0.6
c1ccc2c(C3OCC4(CCCC4)CO3)cccc2c1 | 0.3
CCCNC(=O)C[C@@H]1CC[C@H]2[C@@H](COc3ccc(NC(=O)CC)cc3C(=O)N2C)O1 | -0.9

(listing goes on)
SMILES	F508del corr	INS-1E GSIS act	ARNT TACC3 PPI	esBAF inh	XiGFP reactiv	RAD54 branch	ERAP1 inh	RAD52 inh
CC1=CN2C(=N)/C(=C/c3ccco3)C(=O)N=C2S1	.	3.2	-4.0	.	-0.2	.	-4.5	-13.8
O=C(C1CCCCC1)N1[C@H](CO)[C@@H]2c3ccccc3N(S(=O)(=O)c3ccccc3)C[C@@H]21	4.7	-9.5	5.5	0.2	-0.1	11.4	2.6	0.1
Cn1c(N)c(C(=O)COC(=O)CCc2nc3ccccc3s2)c(=O)n(C)c1=O	3.9	4.4	-3.4	-3.5	0.0	2.9	-0.8	-5.5
Cc1nn(-c2ccc(C(=O)O)cc2)c(C)c1Oc1ccccc1O	.	8.2	-9.1	15.5	.	-6.8	.	.
CC(Oc1ccccc1)C(=O)Nc1ccc(S(=O)(=O)N2CCOCC2)cc1 (centres undefined)	0.9	-14.4	18.5	-4.0	.	-6.3	1.2	-15.5
OCC1(CCc2ccccc2)CCCN(C/C=C/c2ccccc2)C1 (centres undefined)	0.0	-26.8	3.0	-8.0	0.1	3.1	-1.6	-22.2
Cc1ccc(C)c(N2N=C(C(=O)NCCN3C(=O)S/C(=C\c4cccnc4)C3=O)CCC2=O)c1	-0.3	-13.1	-3.9	-4.3	0.5	3.0	1.9	-17.9
O=S(=O)(c1ccc(F)cc1)N1CCCCN2[C@@H](CO)[C@H](c3ccc(-c4cncnc4)cc3)[C@@H]2C1	4.2	-2.0	0.0	7.8	0.0	5.5	1.7	-5.7
C[C@@H]1CN([C@@H](C)CO)C(=O)c2cc(NC(=O)CCCN(C)C)ccc2O[C@@H](C)CCCCO[C@H]1CN(C)Cc1ccccc1	0.5	19.4	.	1.0	-0.1	-5.3	5.7	-8.8
Cc1ccc(S(=O)(=O)CCC(=O)O)cc1C	.	7.9	-9.5	-0.5	.	-7.1	.	.
S=C(NC1CCCCC1)N1CCOCCOCCN(C(=S)NC2CCCCC2)CCOCCOCC1	0.8	-33.5	.	.	-0.1	5.2	6.8	3.4
CCN(CC)C(=O)c1ncn2c1C(=O)NC[C@@H]2C	-0.9	-9.7	.	.	0.2	.	0.6	-10.1
Cc1ccccc1OCc1nc2ccccc2c(=O)n1/N=C/c1cn[nH]c1-c1ccc(Br)cc1	2.0	3.3	17.8	.	0.0	.	-1.6	-2.4
Cc1cc(C(=O)N/N=C/C=C/c2cccc([N+](=O)[O-])c2)n[nH]1	1.4	-9.3	-0.6	.	0.3	-6.6	-4.1	-4.5
O=C(CSc1nc(-c2ccco2)cc(C(F)(F)F)n1)NCCCN1CCOCC1	-2.5	7.0	-12.6	.	0.0	.	-0.4	-5.6
CSc1nsc(SCC(=O)Nc2ccc(C(C)=O)cc2)n1	.	-11.9	1.1	47.7*	.	-15.6	.	.
O=C(NCC[C@@H]1CC[C@H](NC(=O)C2CCC2)[C@H](CO)O1)Nc1ccc(Cl)cc1	2.4	-14.6	.	15.7	-0.3	-2.9	-3.6	0.6
CCC(C)Oc1nc2c(c(=O)n(C)c(=O)n2C)n1C (centres undefined)	-6.5	2.5	-11.4	1.3	-0.1	9.9	1.6	-2.0
CO[C@@H]1CN(C)C(=O)c2cc(NC(=O)NC(C)C)ccc2OC[C@H](C)N(Cc2ccccc2)C[C@H]1C	-1.1	-6.3	25.7	3.2	0.2	-5.0	1.9	3.1
CCCS(=O)(=O)NC(=O)C1(C)CCN(C(=O)c2oc3ccccc3c2C)C1 (centres undefined)	1.2	1.6	.	-5.0	2.3	0.7	3.6	-11.0

This is a random part of the collection; about 3.3% have a hit in one of these screens.
